# CHT block: inhibitors of human choline transporter CHT | High affinity choline transporter 1 (Homo sapiens), Q9GZV3 | CHT-expressing cells, membrane potential dye, choline response; hits give low values | B-score at 10 µM | actives 0.86% (n = 310,000);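 active = B-score over 3 SD under the library average, and starting fluorescence ratio not unusually high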;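 note: choline stimulus applied at its EC90 after an EC20 pre-addition; B-score computed on integrated fluorescence ratio after choline addition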
# Target sequence (Q9GZV3 whole entry, looked up): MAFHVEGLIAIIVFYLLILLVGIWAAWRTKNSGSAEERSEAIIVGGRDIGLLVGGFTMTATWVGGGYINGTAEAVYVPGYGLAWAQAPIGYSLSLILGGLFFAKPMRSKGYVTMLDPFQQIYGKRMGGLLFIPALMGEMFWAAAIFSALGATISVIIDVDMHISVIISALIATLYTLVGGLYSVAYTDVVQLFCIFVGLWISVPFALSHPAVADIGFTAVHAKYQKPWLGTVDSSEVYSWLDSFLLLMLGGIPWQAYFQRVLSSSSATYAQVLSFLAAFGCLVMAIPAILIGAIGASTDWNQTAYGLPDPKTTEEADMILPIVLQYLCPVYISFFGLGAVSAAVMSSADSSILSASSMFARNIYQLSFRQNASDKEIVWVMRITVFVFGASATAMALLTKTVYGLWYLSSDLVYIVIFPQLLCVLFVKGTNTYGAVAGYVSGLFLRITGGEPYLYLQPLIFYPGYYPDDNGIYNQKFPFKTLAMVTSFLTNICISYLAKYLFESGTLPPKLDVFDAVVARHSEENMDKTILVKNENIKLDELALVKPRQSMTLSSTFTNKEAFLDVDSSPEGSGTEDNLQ
# CHT PAM: CHT positive allosteric modulators, primary screen, cell-based, membrane potential dye, choline EC20. CHT-expressing cells; hits give high values; LV-AA mutant CHT in HEK293 cells. B-score at 10 µM. AID 488977, 2010. High affinity choline transporter 1 (Homo sapiens), Q9GZV3. actives 0.49% (n = 310,000);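 active = initial fluorescence not abnormally high and integrated response B-score, plate-corrected, over 3 SD above library mean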
# * marks the source's active call; other numbers are inactive results; i = inactive.
# Screens in order: CHT block | CHT PAM
1. COc1ccc(NS(=O)(=O)c2cccc(C(=O)N(C)Cc3ccc(SC)cc3)c2)cc1
  i | i
2. CCOC(=O)C1CCN(c2ccc([N+](=O)[O-])cc2)CC1
  i | i
3. CC(=O)/C=C(\C)N=Nc1c(O)[nH]c2ccccc12
  i | i
4. CC(C(=O)Nc1cc(C(F)(F)F)ccc1N1CCOCC1)N1C(=O)C2CC=CCC2C1=O (stereo not given)
  i | i
5. COc1ccc(N(CC(=O)NCc2ccco2)S(C)(=O)=O)c(OC)c1
  i | i
6. Cc1cccc(NC(=O)c2ccc(S(=O)(=O)NCc3cccnc3)cc2)c1C
  i | i
7. N#CCSc1nnc(-c2cnccn2)n1Cc1ccccc1
  i | i
8. Cc1ccsc1S(=O)(=O)N1CCC(CO)(CC2CCCCO2)CC1 (stereo not given)
  i | i
9. COc1ccccc1/C=N/NC(=O)c1ccc(N(C)S(=O)(=O)c2ccccc2)cc1
  i | i
10. O=S(=O)(Nc1ccon1)c1ccc(Br)cc1
  i | i
11. CCc1cc2ccc(OC)cc2nc1SCC(=O)NNC(C)=O
  i | i
12. COCc1cc(C)n(CC(=O)Nc2ccccc2C(=O)OC)c(=O)c1C#N
  i | i
13. C=CCN1C(=O)C(CC(=O)O)SC1=Nc1ccc(C(=O)O)cc1 (stereo not given)
  i | i
14. Cc1cc(NCc2ccc(F)cc2)nc2cc(Cl)ccc12
  i | i
15. COC(=O)C1=C(C)N(CC2CCCO2)C(=O)C1 (stereo not given)
  i | i
16. CCCn1c(C(C)Nc2nc(-c3ccc(C)cc3)cs2)nc2cc(Cl)c(N3CCCCC3)cc21 (stereo not given)
  i | i
17. Cc1ccc(S(=O)(=O)N(C)C)cc1NC(=O)c1sccc1Cl
  i | i
18. O=C(O)CN1C(=O)/C(=C2\SC(=S)N(C(Cc3ccccc3)C(=O)O)C2=O)c2ccccc21 (stereo not given)
  i | i
19. Cc1cccc(S(=O)(=O)Nc2ccncc2)c1
  i | i
20. C#CCOc1c(Cl)cc(/C=N/NC(N)=S)cc1OCC
  i | i
21. CC(C)[C@H](NC(=O)C1CCCC1)c1nc2ccccc2[nH]1
  i | i
22. C[C@]12CCC3C(CC[C@H]4CC(O)CC[C@]34C)C1CC/C2=N/NC(=O)c1ccncc1 (stereo not given in full)
  i | i
23. CN(C)CCN(C(=O)c1ccc(N2C(=O)CCC2=O)cc1)c1nc2cc3c(cc2s1)OCCO3
  i | i
24. CSc1ccccc1OCc1cc(C(=O)N2CCC(Oc3cccnc3)CC2)no1
  i | i
25. Cc1cc([N+](=O)[O-])cnc1NC(C)c1ccccc1 (stereo not given)
  i | i
26. COc1ccc(N2CCN(C(=O)c3c(-c4ccccc4)noc3C)CC2)cc1
  i | i
27. O=C(COc1ccccc1)Nc1c2c(nn1-c1ccccc1)CS(=O)(=O)C2
  i | i
28. NS(=O)(=O)c1cccc(NS(=O)(=O)c2ccc(/C=C/C(=O)OCC(=O)c3ccccc3)cc2)c1
  i | i
29. CC(C)C(=O)NC(Nc1ccccc1F)C(Cl)(Cl)Cl (stereo not given)
  i | i
30. O=C(c1ccc2c(c1)OCCO2)N1CCN(Cc2ccccc2)CC1
  i | i
31. CC(C)OCCCNC(=O)COc1ccc2oc3c(c2c1)CCCC3
  i | i
32. O=C(c1cc(-c2ccccc2O)on1)N1CCCC1
  i | i
33. N/C(=N\OC(=O)Oc1ccccc1)c1ccc(Cl)cc1
  i | i
34. O=S(=O)(NCCc1ccc(Cl)cc1)c1cccc2cccnc12
  i | i
35. COc1cc2c(cc1N/C=C(\C#N)c1nc(-c3ccccc3)cs1)oc1ccccc12
  i | i
36. Cc1ccc2c(cnn2C(=O)CCC(=O)N2CCCCC2)c1
  i | i
37. COCCCNC(=O)c1cc(Nc2ccc(OC)cc2OC)nc2ccccc12
  i | i
38. CCOc1cccc(C(=O)Nc2ccncc2)c1
  i | i
39. C=CCn1c(SCC(=O)NC2CCS(=O)(=O)C2)nnc1-c1cc2c(s1)CCC(CC)C2 (stereo not given)
  i | i
40. CO/N=C(\C)c1ncc(C(F)(F)F)cc1N1CCOCC1
  i | i
41. O=C(c1cccc(C(F)(F)F)c1)N1CCC(=O)N(C(CO)Cc2ccccc2)CC1 (stereo not given)
  i | i
42. CN(CC1CCOCC1)C(=O)CC1C(=O)NCCN1Cc1ccc(Cl)c(F)c1 (stereo not given)
  i | i
43. CCCC(=O)Nc1ccc(C(=O)Nc2nnc(COCC)s2)cc1
  i | i
44. Cc1c(NC(=O)COC(=O)c2ccc(Br)o2)c(=O)n(-c2ccccc2)n1C
  i | i
45. Cc1cccc(NC(=O)c2cccc(C(=O)Nc3cccc(C)n3)c2)n1
  i | i
46. Cc1cc(Cl)ccc1NC(=O)CN1CCCC1
  i | i
47. O=C(c1cc(S(=O)(=O)N2CCCC2)c(Cl)cc1Cl)N1CCCC1
  i | i
48. O=C(c1ccc(CS(=O)c2ccccc2Cl)o1)N1CCN(c2ccccc2)CC1 (stereo not given)
  i | 6.4*
49. Cc1ccc(Sc2ncccc2[N+](=O)[O-])cc1
  i | i
50. O=C(N=C1SC2CS(=O)(=O)CC2N1c1ccc(OC(F)(F)F)cc1)C1CC1 (stereo not given)
  i | i
51. O=C(CCSc1ccccc1)NCCSc1ccccn1
  i | i
52. COc1ccccc1OCC(=O)Nc1ccc(S(=O)(=O)N2CCCC2)cc1
  i | i
53. OCCN1CCN(CC(O)COc2ccc(-c3ccccc3)cc2)CC1 (stereo not given)
  i | i
54. CCN(CC)S(=O)(=O)c1ccc(OC(C)C)c(N)c1
  i | i
55. O=C1C(Cl)=C(NCC2CCCO2)C(=O)N1Cc1ccccc1 (stereo not given)
  i | i
56. CCOc1ccc(CCNC(=O)COC(=O)c2c(C)nn(-c3ccccc3)c2C)cc1OCC
  i | i
57. CCCCCCCC(=O)NC(Nc1ccccc1OC)C(Cl)(Cl)Cl (stereo not given)
  i | i
58. CCOC(=O)C(NC(C)=O)(NS(=O)(=O)c1ccccc1)C(F)(F)F (stereo not given)
  i | i
59. CCCCCCNC(=O)c1ccc(Br)o1
  i | i
60. CCN(CC)c1ccc2cc(-c3nc4ccccc4[nH]3)c(=O)oc2c1
  i | i

# Single records (already shown). Order of values: CHT block	CHT PAM
# `CCOC(=O)C(NC(C)=O)(NS(=O)(=O)c1ccccc1)C(F)(F)F` (stereo not given) is listed with i	i
# `CCN(CC)c1ccc2cc(-c3nc4ccccc4[nH]3)c(=O)oc2c1` is listed with i	i
# `O=C(CCSc1ccccc1)NCCSc1ccccn1` is listed with i	i
# `O=C1C(Cl)=C(NCC2CCCO2)C(=O)N1Cc1ccccc1` (stereo not given) is listed with i	i

# The list continues.
# Screens in order: CHT block | CHT PAM
61. O=C(c1ccco1)N1CCN(S(=O)(=O)c2ccc3c(c2)OCCO3)CC1
  i | i
62. O=C(Nc1nnc(C2CC2)s1)C1COc2ccccc2O1 (stereo not given)
  i | i
63. OCCN(Cc1ccccc1)CC(O)COc1ccc2c(c1)OCO2 (stereo not given)
  i | i
64. CC(C)(C)Cc1nnc(NC(=O)CN2C(=O)c3ccccc3C2=O)s1
  i | i
65. O=C(COC(=O)c1n[nH]c2ccccc12)c1cc(F)ccc1F
  i | i
66. Cc1cccc(NC(=O)c2cc(NC(=O)C3CC=CCC3C(=O)O)ccc2N2CCOCC2)c1 (stereo not given)
  i | i
67. Cc1cccc(-c2noc(CCC(=O)Nc3ccc(C(N)=O)cc3)n2)c1
  i | i
68. Cc1ccc(NC(=O)CSc2n[nH]c(=O)n2C2CC2)cc1S(=O)(=O)N1CCOCC1
  -6.8* | i
69. Nc1nc(-c2ccc3c(c2)CCC(=O)N3)cs1
  i | i
70. O=C1C2CCCN2C(c2ccccc2)N1c1ccc(F)cc1 (stereo not given)
  i | i
71. NS(=O)(=O)c1ccc(NN=C2CCN(Cc3ccccc3)CC2)c([N+](=O)[O-])c1
  i | i
72. c1ccc(Nc2ccnc(Nc3ccccc3)n2)cc1
  i | i
73. O=c1oc2ccccc2c2c1ncn2-c1ccccc1
  i | i
74. O=P1(c2ccccc2)C=Cn2c1cc1c2CCCC1 (stereo not given)
  i | i
75. O=C(NCCC1=CCCCC1)c1ccc(F)c(S(=O)(=O)N2CCOCC2)c1
  i | i
76. CC12CC3(C)CC(C)(C1)CC(C(=O)NCc1cccnc1)(C2)C3
  i | i
77. CN(C)CCCN(C(=O)c1ccc2ccccc2c1)c1nc2cc3c(cc2s1)OCO3
  i | i
78. CCOC(=O)c1nc(-c2ccccc2)oc1N1CCOCC1
  i | i
79. O=C(CCCN1C(=O)/C(=C/c2ccccc2Cl)SC1=S)NNC(=O)c1ccccc1
  i | i
80. O=C(COC(=O)c1ccc2c(c1)OCO2)NCc1ccc(Cl)cc1
  i | i
81. Cc1ccccc1NS(=O)(=O)c1cc(C(=O)NCCC2=CCCCC2)ccc1C
  i | i
82. Oc1ccccc1/C=N/NC(=S)NC1CC2C=CC1C2 (stereo not given)
  i | i
83. CC(C)c1ccc(-c2cc(C(=O)NN3CCN(C)CC3)c3ccccc3n2)cc1
  i | i
84. COC(=O)c1c(-c2ccc(F)cc2)csc1NC(=O)c1ccco1
  i | i
85. CCOc1nc2ccccc2cc1C=O
  i | i
86. COc1ccc(-c2noc(CN3CCN(C(=O)c4cccs4)CC3)n2)c(OC)c1OC
  i | i
87. CC(=O)c1c(C)[nH]c(C(=O)N2CCc3ccccc32)c1C
  i | i
88. Cc1onc(C(=O)Nc2c(C)n(C)n(-c3ccccc3)c2=O)c1[N+](=O)[O-]
  i | i
89. CN(CC(=O)NCCc1ccc(S(N)(=O)=O)cc1)S(=O)(=O)/C=C/c1ccccc1
  i | i
90. COc1ccc(C2=NOC(C(=O)NCc3ccco3)C2)cc1OC (stereo not given)
  i | i
91. CCOC(=O)c1cc(S(=O)(=O)NCCc2ccc(OC)c(OC)c2)cn1C
  i | i
92. C/C(=N\N1CCN(c2ccccc2)CC1)c1ccccc1O
  i | i
93. Cc1ccc(-n2c([O-])nc(-[n+]3ccccc3)c2C=O)cc1
  i | i
94. Cn1c(SCC(=O)NC(=O)Nc2ccccc2)nnc1-c1ccncc1
  i | i
95. NCCNc1ccc([N+](=O)[O-])cc1
  i | i
96. CCCCN(C(=O)CSc1nnc(-c2ccccc2)n1C)c1c(N)n(Cc2ccccc2)c(=O)[nH]c1=O
  i | i
97. COCCC(=O)N1CCC(Oc2ccc(C(=O)NCCSC)cc2)CC1
  i | i
98. COc1ccc(O)c(-c2[nH]ncc2C(=O)c2ccccc2)c1
  i | i
99. CCOc1cccc(C(=O)NC2CCCCC2)c1
  i | i
100. CN1CCN(C(=O)C2=C[C@@H](c3ccc(C(F)(F)F)cc3)C[C@@H](OCc3ccc(CO)cc3)O2)CC1
  i | i
101. CCOc1ccc2c(CC)cc(=O)oc2c1OCC
  i | i
102. Cc1ccc(C2C(C#N)=C(N)N(c3cccnc3)C3=C2C(=O)CCC3)s1 (stereo not given)
  i | i
103. O=C(Cc1ccccc1)NCC(=O)OCC(=O)c1cccc([N+](=O)[O-])c1
  i | i
104. CC(=O)NCCc1nc2ccccc2n1Cc1ccccc1
  i | i
105. COc1ccc(C(=O)Nc2ccccc2C(=O)N2CCCCC2C)cc1 (stereo not given)
  i | i
106. COc1cc(/C=C2/SC(=S)N(c3c(C)n(C)n(-c4ccccc4)c3=O)C2=O)ccc1O
  i | i
107. CCN1CCN(C(=S)NC(CC(=O)c2ccccc2)c2ccccc2)CC1 (stereo not given)
  i | i
108. Cc1nn(-c2ccccc2)c(C)c1/C=N/NC(=O)c1ccccc1NS(=O)(=O)c1cccs1
  i | i
109. Cc1cccc(NS(=O)(=O)c2ccc(C3CCCCC3)cc2)n1
  i | i
110. COc1ccc(CN2C(=O)N(c3ccc(OC)cc3)C(=O)C2CC(=O)Nc2ccccc2)cc1 (stereo not given)
  i | i
111. COc1ccc(CN(C)C(=O)c2sccc2-c2ccccc2)c(OC)c1
  i | i
112. CCOCCCNC(=O)c1cc2c(-c3ccc(Cl)cc3)nn(C)c2s1
  i | i
113. O=C(O)c1cccc(S(=O)(=O)Nc2ccc(S(=O)(=O)N3CCOCC3)cc2)c1
  i | i
114. O=C(CN1C(=O)NC(Cc2c[nH]c3ccccc23)C1=O)Nc1cccc(S(=O)(=O)N2CCCC2)c1 (stereo not given)
  i | i
115. NC(=NCCc1ccccc1)NS(=O)(=O)c1ccc2ccccc2c1
  i | i
116. Cc1ccc2cc3c(nc2c1)N(c1ccccc1)CC3
  i | i
117. O=C(CN1CCN(S(=O)(=O)c2ccccc2)CC1)Nc1ccc2c(c1)OCO2
  i | i
118. O=C(Nc1ccccc1)c1ccccc1OCC(O)CN1C(=O)c2ccccc2S1(=O)=O (stereo not given)
  i | i
119. COc1ccc(CCNC(=O)CCCn2ncn3c(cc4occc43)c2=O)c(OC)c1
  i | i
120. Cc1ccc(S(=O)(=O)N2CCN(C(=O)CSc3nnc(C)c(=O)[nH]3)CC2)cc1
  i | i

# (more compounds)
# Screens in order: CHT block | CHT PAM
121. CC(C)(C)NS(=O)(=O)c1cc2c3c(c1)CCN3C(=O)CC2
  i | i
122. COc1ccc(S(=O)(=O)N2CCCC2=O)cc1N(C)S(C)(=O)=O
  i | i
123. CC(CN1CCCC(C(N)=O)C1)c1ccccc1 (stereo not given)
  i | i
124. CN(CCc1ccccn1)C(=O)c1cccnc1Oc1ccccc1
  i | i

# Random excerpt: 6 records from the list.
# Screens in order: CHT block | CHT PAM
30. O=C(c1ccc2c(c1)OCCO2)N1CCN(Cc2ccccc2)CC1
  i | i
86. COc1ccc(-c2noc(CN3CCN(C(=O)c4cccs4)CC3)n2)c(OC)c1OC
  i | i
35. COc1cc2c(cc1N/C=C(\C#N)c1nc(-c3ccccc3)cs1)oc1ccccc12
  i | i
73. O=c1oc2ccccc2c2c1ncn2-c1ccccc1
  i | i
68. Cc1ccc(NC(=O)CSc2n[nH]c(=O)n2C2CC2)cc1S(=O)(=O)N1CCOCC1
  -6.8* | i
66. Cc1cccc(NC(=O)c2cc(NC(=O)C3CC=CCC3C(=O)O)ccc2N2CCOCC2)c1 (stereo not given)
  i | i

# Screening data deposited in PubChem by Johns Hopkins Ion Channel Center.
